Source: PubChem BioAssay (NCI)
All columns: NCI-60 one-dose screen, growth in % after 48 h at 10 µM unless noted; 100 = growth as untreated, 0 = no growth, -100 = all killed.
SK-MEL-2: SK-MEL-2 melanoma. 77,000 tested, 4.7% active
MALME-3M: MALME-3M melanoma | 78,000 tested, 5.8% active
UACC-257: UACC-257 melanoma. AID 1794764. 78,000 tested, 4.4% active
T-47D: T-47D breast cancer; AID 1794792; 79,000 tested, 5% active
LOX IMVI: LOX IMVI melanoma; 79,000 tested, 7.4% active
HS 578T: HS 578T breast cancer; 78,000 tested, 4.1% active; AID 1794788
SK-MEL-28: SK-MEL-28 melanoma; 81,000 tested, 4.1% active; AID 1794761
SK-MEL-5: SK-MEL-5 melanoma. AID 1794755. 80,000 tested, 6.4% active
* = called active by the depositor; . = no result given; & = joins results of further samples. Rule for the calls: active = growth percent below 10; inactive = the rest.

SMILES	SK-MEL-2	MALME-3M	UACC-257	T-47D	LOX IMVI	HS 578T	SK-MEL-28	SK-MEL-5
C[C@H]1[C@H](C)CC[C@]2(C)CC[C@]3(C)C(=CC[C@@H]4[C@@]5(C)CC[C@H](O)C(C)(C)[C@@H]5CC[C@]43C)[C@H]12	97	93	.	84	97	93	113	100
CCN(CC)S(=O)(=O)c1ccc(-c2nc(C(Cl)Cl)nc3cc(-c4ccc(F)cc4)nn23)cc1	82	58	68	28	32	36	28	83
COc1ccc(C2NC(=O)NC(C)=C2C(=O)OC(C)C)cc1O (stereo not given)	122	97	91	99	.	.	101	101
CCOC(=O)c1c(-c2ccc(C)cc2)c(C#N)c(=O)n(-c2cccc(C(F)(F)F)c2)c1N	116	99	101	100	97	105	102	101
Cc1cc(O)c2c(c1)C(CC(=O)O)N(Cc1ccc(C(=O)O)cc1)C1=C2C(=O)c2cccc(O[C@H]3C[C@H](O)[C@@H](O)C(C)O3)c2C1=O (stereo not given in full)	88	121	102	96	89	115	108	104
C#CCOCC(O)CCl (stereo not given)	94	112	107	95	101	115	109	108
O=S(=O)(c1ccc(-c2cnc(C3CC3)o2)cc1)N1CCOCC1	112	86	83	94	98	89	100	97
Cc1ccc(C2=Nc3c(N)nc(N)nc3NC(c3cccc(Nc4ccnc5cc(C(F)(F)F)ccc45)c3)C2)cc1 (stereo not given)	-8.2*	39	62	47	-2.4*	26	67	18
CC(C)CSc1nc(N)nc2c1ncn2C1OC(CO)C(O)C1O (stereo not given)	111	100	104	106	95	103	112	96
CC(C)(C#N)c1cc(F)cc(C(=O)Nc2cc(Nc3ncccc3-c3ncnc4nc[nH]c34)ccc2F)c1	-13*	-28*	24	43	-24*	40	18	20
Cc1cc(C)nc(NS(=O)(=O)c2ccc(N/C(N)=N/c3nccc(-c4cccnc4)n3)cc2)n1	102	97	104	94	94	100	103	100
CCC(N)CCc1ccc(O)cc1 (stereo not given)	109	102	.	98	96	105	107	100
O=C(NNC(=O)N1c2ccccc2C=Cc2ccccc21)c1ccc([N+](=O)[O-])cc1	108	100	105	100	96	101	100	99
CCC(O)C(CC(C)N(C)C)c1ccccc1 (stereo not given)	97	100	101	96	96	106	107	98
O=c1c2ccccc2oc2ccc(OCCCCCCN3CCCCCC3)cc12	77	-47*	2.5*	21	19	82	38	-37*
Clc1ccc2nc(Nc3cccc(Oc4ccccc4)c3)[nH]c2c1	109	99	85	88	90	100	104	99
O=C(NNC(=O)c1ccncc1)OCCOCCOC(=O)NNC(=O)c1ccncc1	104	104	110	102	96	102	106	118
COc1ccc(C(c2cc(OC)c(OC)c(OC)c2)N2CCCCC2)cc1 (stereo not given)	22	55	55	34	36	17	47	29
O=C(O)C(C(=O)O)C1CCCC1	109	.	117	103	89	116	116	105
COc1ccc(C2c3cc(OC)c(OC)cc3CC3C(=O)OCC32)cc1OC (stereo not given)	109	126	88	100	97	117	110	104
CSc1n[nH]c(-c2cccs2)n1	125	119	.	110	114	116	107	104
COc1cc(/C=C/C(=O)c2cccc(-n3cc(-c4cc(OC)c(OC)c(OC)c4)[nH]c3=O)c2)cc(OC)c1OC	-2.3*	29	37	8.4*	-55*	62	4.4*	27
COc1ccc(/C=C/C(=O)c2ccc(NC(=O)CSc3nnc(-c4ccc(-c5nc6ccccc6[nH]5)cc4)o3)cc2)cc1	90	77	102	64	92	88	99	83
O=C(COc1ccccc1)c1ccccc1	119	107	113	100	95	106	106	108
CCCCOC(=O)/C=C\C(=O)OCCCC	107	103	99	96	99	110	113	105
N#Cc1c(-c2ccccc2)nc2c(N=Nc3ccc(S(N)(=O)=O)cc3)c(N)nn2c1N	95	103	109	74	98	88	117	96
CCOC(=O)CO	.	87	102	98	107	109	114	107
[O-][n+]1onc(-c2ccccc2)c1CNc1ccc(Nc2nc(C(F)(F)F)nc3c2cnn3-c2ccc(Br)cc2)cc1	100	94	102	69	28	78	89	86
CCOc1ccc(OC(=O)c2ccc(O)cc2)cc1	118	102	97	110	110	102	111	95
CCCCN(CCCC)C(C)=O	.	.	91	116	112	91	103	100

Some entries already given, limited to LOX IMVI.
Molecule | LOX IMVI
CCC(O)C(CC(C)N(C)C)c1ccccc1 (stereo not given) | 96
O=c1c2ccccc2oc2ccc(OCCCCCCN3CCCCCC3)cc12 | 19
Clc1ccc2nc(Nc3cccc(Oc4ccccc4)c3)[nH]c2c1 | 90
O=C(NNC(=O)c1ccncc1)OCCOCCOC(=O)NNC(=O)c1ccncc1 | 96

Further structures
SMILES	SK-MEL-2	MALME-3M	UACC-257	T-47D	LOX IMVI	HS 578T	SK-MEL-28	SK-MEL-5
Nc1ccc(NC(=O)c2cc(Cl)ccc2O)c(Cl)c1	122&107	101&100	112&97	112&97	109&99	107&93	106&101	101&88
CC(=O)c1ccc(Nc2nc(SCC(=O)Nc3nc4ccc(C)cc4s3)nc(-c3ccccc3)c2C#N)cc1	91	70	87	79	66	58	93	78
C=CCOC(=O)COc1ccc(Cl)cc1Cl	97	104	97	95	96	95	116	101
CC(=O)Nc1ccc(-c2nc3cc(-c4ccc(O)cc4)ccc3n2C)cc1	84	68	81	51	.	66	74	78
CC(=O)Nc1cccc(Nc2nc(NCc3ccccc3)c3ccccc3n2)c1	-89*	-94*	-84*	-60*	.	.	-96*	-98*
NC(=O)N/N=C/c1ccc(Cl)cc1	97	108	98	87	102	105	110	100
O=C(CC(c1ccc(Br)cc1)c1cccc2ccccc12)c1ccc(Br)cc1 (stereo not given)	90	90	98	72	94	112	95	98
CC(=O)O[C@H]1CC[C@]2(C)[C@H]3CC=C4[C@@H]5[C@@H](C)[C@H](C)CC[C@]5(C(=O)OCC(COC(=O)C(Cl)Cl)(COC(=O)C(Cl)Cl)NC(=O)C(Cl)Cl)CC[C@@]4(C)[C@]3(C)CC[C@H]2C1(C)C	86	93	55	38	73	84	88	73
Nc1cc(N)c(N)cc1N	-62*	62	-46*	82	-94*	68	79	-93*
COc1cccc(Cn2cc3c(c2-c2ccccc2)CCc2cnoc2-3)c1OC	91	.	84	35	91	93	101	77
Cc1cccc(C)c1NC(=S)/N=C\c1c(O)[nH]c(=O)[nH]c1=O	103	.	82	104	98	92	111	96
COc1c(N2CC3CCCNC3C2)c(F)cc2c(=O)c(C(=O)NN)cn(C3CC3)c12 (stereo not given)	113	99	109	105	101	107	104	104
COc1cc(-c2nc(SCCCCC(=O)NO)[nH]c(=O)c2C#N)cc(OC)c1OC	104	114	113	96	49	123	113	96
COc1ccc2nc(-c3ccc(-n4c(=O)c5cccnc5n(-c5ccc(Cl)cc5)c4=O)cc3)sc2c1	116	104	103	89	101	104	112	95
CCOC(=O)c1cn2c3c(cc(F)cc3c1=O)C(CC)c1ccccc1C2 (stereo not given)	97	91	96	93	85	.	99	64
CC(=O)Nc1cc(Cl)ccc1Cl	112	.	108	102	93	108	124	111
O=c1[nH][nH]c(=O)c(Cl)c1Cl	101&127	118&112	113&92	107&108	101&105	121&120	114&111	110&103
CC(=O)OC(C)(C)C#CC(C)(C)OC(C)=O	97	88	103	100	101	104	117	100
c1ccc2c3c(ccc2c1)Sc1ccc2ccccc2c1N3	121	68	116	66	79	123	117	72
O=C(Nc1ncccc1OCc1cccc(Cl)c1)NC12CC3CC(CC(C3)C1)C2	85	94	92	68	87	108	97	87
C/C=C1/CN2CCc3c([nH]c4ccccc34)C2CC1C(Cc1c[n+]2c(c3[nH]c4ccccc4c13)CC1C(C(=O)OC)=COC(C)C1C2)C(=O)OC (stereo not given)	106	91	103	103	96	102	102	89
Cc1nc2ccccc2n1CC1NC(=O)NC1=O (stereo not given)	104	102	99	103	96	102	99	100
COc1ccc(-c2nc(SCc3nc4ccccc4[nH]3)nc(Nc3ccc([N+](=O)[O-])cc3)c2C#N)cc1	96	110	94	91	107	94	114	97
CCOC(=O)Nc1cccc([N+](=O)[O-])c1	97	103	.	98	98	92	97	115
N#Cc1c(N)n(CCNC(=O)c2ccccc2)c2nc3ccccc3nc12	90	120	98	95	113	179	123	132
Cc1cccc(C(=O)c2cccc(Cl)c2)c1O	113	115	105	113	108	99	105	111
O=C(/C=C/CN1CCOCC1)Nc1cc2c(Nc3cccc(Cl)c3F)ncnc2cc1OCCOC(F)F	96	64	.	15	81	65	101	87
O=C(NN1CCCCC1)NN1CCCCC1	105	95	.	95	93	89	109	101
CCCCCNC(C)COC(=O)c1ccc(N)cc1 (stereo not given)	108	106	97	101	100	94	108	104
O=C1OC2(c3ccccc31)c1ccc(O)c(O)c1Oc1c2ccc(O)c1O	85	114&126	106	99&106	103&91	132&112	117&112	100&106
O=C(O)C(Cl)C(Cl)c1ccccc1Cl (stereo not given)	106	99	95	88	100	.	107	96
O=C(O)[C@H](O)[C@@H](O)C(=O)O	.	140	98	103	100	116	108	106
c1ccc(SSc2ccccc2)cc1	104&114	103	104&91	108&105	97&103	93&100	102&110	99&101
Nc1ccc2c(c1)/C(=N/O)c1ccccc1-2	123	115	110	104	111	151	123	105
O=C(/C=C/C12c3ccccc3C(c3ccccc31)C1C(=O)NC(=O)C12)c1ccc(Cl)cc1 (stereo not given)	-7.6*	-37*	25	40	-88*	12	-32*	-61*
CCOc1cc2c(cc1OCC)C(c1cc(Cl)c(O)c(OCC)c1)NCC2 (stereo not given)	99	113	107	102	95	103	114	102
Cc1cccc(C)c1N1CCN(CC(O)COc2ccc3c(C)cc(=O)oc3c2)CC1 (stereo not given)	113	97	101	80	.	100	107	87
COC1OCC(O)C(OC(=O)c2ccccc2)C1OC(=O)c1ccccc1 (stereo not given)	107	.	109	103	97	120	126	105
COc1cc(-c2cc(-c3nc4ccccc4[nH]3)[nH]n2)cc(OC)c1OC	47	28	44	6.6*	.	.	62	-44*
COc1ccc(-c2nc3c(ncc4ccc(-c5ccccc5)nc43)s2)cc1	97	141	109	75	94	107	109	91

2 compounds picked at random from the list so far:
SMILES	SK-MEL-2	MALME-3M	UACC-257	T-47D	LOX IMVI	HS 578T	SK-MEL-28	SK-MEL-5
COc1ccc(-c2nc3c(ncc4ccc(-c5ccccc5)nc43)s2)cc1	97	141	109	75	94	107	109	91
O=C(O)[C@H](O)[C@@H](O)C(=O)O	.	140	98	103	100	116	108	106

Grouped by structure, those above containing two or more sulfur atoms (three)
SMILES	SK-MEL-2	MALME-3M	UACC-257	T-47D	LOX IMVI	HS 578T	SK-MEL-28	SK-MEL-5
CSc1n[nH]c(-c2cccs2)n1	125	119	.	110	114	116	107	104
CC(=O)c1ccc(Nc2nc(SCC(=O)Nc3nc4ccc(C)cc4s3)nc(-c3ccccc3)c2C#N)cc1	91	70	87	79	66	58	93	78
c1ccc(SSc2ccccc2)cc1	104&114	103	104&91	108&105	97&103	93&100	102&110	99&101

Remaining list, next part
SMILES	SK-MEL-2	MALME-3M	UACC-257	T-47D	LOX IMVI	HS 578T	SK-MEL-28	SK-MEL-5
CC(N)C(=O)NC(C(=O)NC1C(O)OC(CO)C(O)C1O)C(C)C (stereo not given)	95	113	88	92	107	106	107	103
COC(OC)C1(CCc2ccccc2)NC(=O)NC1=O (stereo not given)	95	111	110	.	111	111	109	109
CCN(c1ccccc1)c1nc(Cl)nc2c1cnn2C	97	.	106	91	88	97	132	104
COc1ccc(C(=O)C2C(c3ccc(Br)cc3)CN(C)C23C(=O)c2ccccc2C3=O)cc1 (stereo not given)	102	108	104	78	88	94	118	97
CC(C)(C)NC(=O)C(c1ccccc1)N(Cc1ccco1)C(=O)CNC(=O)OC(C)(C)C (stereo not given)	86	120	110	102	98	111	124	102
Cc1c(C)c2ccc(OCc3nnc(Nc4ccccc4)s3)cc2oc1=O	97	43	.	67	87	91	78	67
O=C(Nc1nc2cc(Cl)ccc2o1)c1ccc(C(=O)Nc2nc3cc(Cl)ccc3o2)cc1	24	96	87	85	52	77	67	68
C/C=C\C1(/C=C/C)C(=O)OC(=O)C1(/C=C/C)/C=C/C (stereo not given)	122	114	106	103	92	99	111	116
Cc1ccc(NC(=O)c2cc(/C=C/C(=O)NO)cc(C(F)(F)F)c2)cc1Nc1nccc(-c2cccnc2)n1	.	-19*	-39*	-5.9*	-68*	-14*	-7.8*	-88*
CC(=O)c1ccc(NC(=O)CN2CCN(c3cc(=O)n(-c4ccccc4)c4ccccc34)CC2)cc1	97	91	97	94	96	98	108	98
CCCCc1c(CCC)c(=N)c2ccccc2n1C	101	.	31	86	59	122	72	78
COc1ccc([C@H]2[C@H](C(=O)Nc3cccc(C)n3)c3ccccc3C(=O)N2c2ccc(Oc3ccccc3)cc2)cc1	76	91	.	71	86	63	97	62
CCCCN(CCCC)C(=O)CC(C)(O)c1ccccc1 (stereo not given)	81	95	102	.	96	103	103	101
CCOC(=O)c1ccc2c(c1)nc(/C=C/c1ccc(Cl)cc1)c(=O)n2-c1cc(C(C)(C)C)[nH]n1	81	70	93	73	.	62	70	63
O=C(c1ccc(O)cc1)C1[C@H](c2ccc(Br)cc2)[C@@H](c2ccccc2)NC12C(=O)Nc1ccc(Cl)cc12 (stereo not given in full)	98	92	87	89	90	94	111	93
COc1cc(/C=C2\C(=O)Nc3ccccc32)ccc1OCc1ccccc1	111	91	121	113	92	107	106	103
